Compound activity: PubChem BioAssay, several laboratories
LAP4 TOR yeast: alters LAP4-GFP fluorescence in TOR pathway yeast screen. S. cerevisiae LAP4-GFP multiplex, flow cytometry GFP, 3 h; median GFP as percent of DMSO wells. GFP response vs DMSO, % at 10 µM. actives 0.34% (n = 320,000);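 active = GFP response vs DMSO above a set limit, about the screen mean plus 3 SD, cut at about 150% in these data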
AHR activator: human AHR activation; activation, % at 5 µM; AHR-responsive luciferase reporter cells, luminescence; actives 2.5% (n = 320,000); AID 2796; in the data active = activation above about 47%;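 note: 0% = vehicle wells and 100% = reference agonist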
MEP2-GFP yeast: modulators of TOR pathway MEP2-GFP in S. cerevisiae; actives 0.51% (n = 330,000); AID 2016; GFP response vs DMSO, % at 10 µM; S. cerevisiae MEP2-GFP strain, flow cytometry GFP, 3 h; 100% = DMSO control level;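 active = GFP response versus DMSO above a set limit, roughly screen mean plus 3 SD, cut at about 180% in these data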;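 note: median GFP fluorescence of the barcode-gated MEP2-GFP cells per well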
RPL19A TOR yeast: yeast TOR pathway RPL19A-GFP modulation; S. cerevisiae RPL19A-GFP strain, flow cytometry, 3 h; active compounds read low; actives 0.3% (n = 330,000); percent response vs DMSO, % at 10 µM;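 active = percent response vs DMSO below 50%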;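 note: median channel GFP fluorescence of the barcoded RPL19A-GFP strain; ratio of sample median GFP to plate DMSO average so 100% = DMSO; lower means less RPL19A-GFP as with rapamycin TOR inhibition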
procasp7 counter: activates human procaspase-7, counter-screen for procaspase-3 activators. P55210. actives 0.093% (n = 330,000). activation, % at 8.5 µM. AID 463210. recombinant procaspase-7, Ac-DEVD-pNA absorbance 405 nm; D23A/D198A/D206A triple mutant, cannot self-cleave; scale: DMSO 0, 5 µM enzyme 100;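 active = percent activation above the screen-wide mean plus 3 SD, cut at about 25% in these data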
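Replicates: singlicate. Assay system: Procaspase-7 triple mutant (PC-7 D3A). Signal: 405 nm absorbance of p-nitroaniline. Times: 1 h preincubation, 2 h reaction. Buffer or medium: Zinc-free HEPES pH 7.4 with 300 mM NaCl, 0.01% Triton X-100. Also added: DEVD-pNA substrate. Benchmarks: DMSO wells as 0%, DMSO with 5 µM added PC-7 as 100%.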
EBNA-1 inh: blocks EBNA-1 binding to DNA | inhibition, % at 14.8 µM | EBNA-1 DNA binding, fluorescence polarization | AID 1950 | actives 0.34% (n = 300,000); in the data active = inhibition above about 28%
procasp3 activ: activates human procaspase-3 | P42574 | recombinant procaspase-3 D3A, Ac-DEVD-pNA absorbance 405 nm | activation, % at 8.5 µM | actives 0.11% (n = 330,000);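 active = activation above the mean of all tested compounds plus 3 SD, cut at about 21% in these data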;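 note: 0% = DMSO alone and 100% = DMSO wells spiked with extra 5 µM PC-3 D3A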
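Test system: Procaspase-3 D3A mutant; medium: Zinc-free HEPES/NaCl buffer with 0.01% Triton X-100 at pH 7.4; reagent: DEVD-pNA substrate; doses: one concentration, 8.5 µM nominal, 0.8% DMSO; times: 1 h preincubation plus 2 h reaction at 25 °C; signal: Epi-absorbance at 405 nm of released p-nitroaniline, 0 and 120 min; replicates: singlicate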
ZTA DNA inh: counter-screen for EBNA-1 inhibitors: inhibitors of Epstein-Barr virus ZTA; AID 2234; P03206; ZTA-DNA binding, fluorescence polarization; actives 0.15% (n = 320,000); inhibition, % at 11 µM; in the data active = inhibition above about 33%
An asterisk follows results filed as active.

Results for CCCCN(C(=O)CSCC(=O)Nc1ccc(C)cc1)c1c(N)n(CC(C)C)c(=O)[nH]c1=O ?
LAP4 TOR yeast: 97; AHR activator: 1; MEP2-GFP yeast: 99; RPL19A TOR yeast: 99; procasp7 counter: 17; procasp3 activ: 12; ZTA DNA inh: -15

Results for CCn1c(=O)n(CC(=O)NCc2ccccc2OC)c(=O)c2ccccc21 ?
LAP4 TOR yeast: 104; AHR activator: 19; MEP2-GFP yeast: 106; RPL19A TOR yeast: 99; procasp7 counter: 2; EBNA-1 inh: 0; procasp3 activ: 0; ZTA DNA inh: 2

Results for Cc1ccc2c(c1)-c1c(ssc1=S)C(C)(C)N2C(=O)CSc1nncn1C ?
LAP4 TOR yeast: 99; AHR activator: 1; MEP2-GFP yeast: 104; RPL19A TOR yeast: 100; procasp7 counter: -14; EBNA-1 inh: -2; procasp3 activ: -14; ZTA DNA inh: -9

What do the screens show for `Cc1ccc(NS(=O)(=O)c2cccc(C(=O)NCC3(N(C)C)CCCCC3)c2)cc1`?
LAP4 TOR yeast: 100; AHR activator: 7; MEP2-GFP yeast: 100; RPL19A TOR yeast: 99; procasp7 counter: 2; EBNA-1 inh: -4; procasp3 activ: -2; ZTA DNA inh: -11

How did CCc1ccc(OCC(=O)OCC(=O)NCCNC(=O)COC(=O)COc2ccc(CC)cc2)cc1 do in these assays?
LAP4 TOR yeast: 81; AHR activator: -1; MEP2-GFP yeast: 99; RPL19A TOR yeast: 105; procasp7 counter: -3; EBNA-1 inh: 3; procasp3 activ: 10; ZTA DNA inh: -15

Results for COc1ccccc1NS(=O)(=O)c1cc(NC(=O)COc2ccccc2F)ccc1N1CCOCC1 ?
LAP4 TOR yeast: 105; AHR activator: 2; MEP2-GFP yeast: 106; RPL19A TOR yeast: 101; procasp7 counter: -12; procasp3 activ: -4

How did Cn1cccc1Cc1nnc(SCC(=O)Nc2ccccc2F)n1-c1ccc(F)cc1 do in these assays?
LAP4 TOR yeast: 100; AHR activator: 0; MEP2-GFP yeast: 104; RPL19A TOR yeast: 99; procasp7 counter: -7; EBNA-1 inh: -8; procasp3 activ: 4; ZTA DNA inh: 0

Results for COc1ccccc1OCCCN1C(=O)C(=O)c2cccc(C)c21 ?
LAP4 TOR yeast: 109; AHR activator: 24; MEP2-GFP yeast: 103; RPL19A TOR yeast: 104; procasp7 counter: 1; EBNA-1 inh: -1; procasp3 activ: 2; ZTA DNA inh: 1

Results for O=S(=O)(/N=S1/CC=CCN1S(=O)(=O)c1ccccc1)c1ccccc1 (stereo unspecified) ?
LAP4 TOR yeast: 100; AHR activator: 2; MEP2-GFP yeast: 94; RPL19A TOR yeast: 99; procasp7 counter: -33; EBNA-1 inh: 6; procasp3 activ: -23; ZTA DNA inh: -16

What do the screens show for `O=C(NC(=S)NC1CCCCCCCCCCC1)c1cccnc1`?
LAP4 TOR yeast: 99; AHR activator: 0; MEP2-GFP yeast: 104; RPL19A TOR yeast: 103; procasp7 counter: 10; EBNA-1 inh: 7; procasp3 activ: -1; ZTA DNA inh: 0

Results for COc1ccccc1NC(=O)N1CCCC1C(=O)NCc1ccccc1 (stereo unspecified) ?
LAP4 TOR yeast: 101; AHR activator: 3; MEP2-GFP yeast: 103; RPL19A TOR yeast: 103; procasp7 counter: 2; EBNA-1 inh: -1; procasp3 activ: 2; ZTA DNA inh: -22

Results for C[C@@H]1C(=O)O[C@H]2[C@H]1CC[C@@]1(C)C(=O)C=C[C@@](C)(O)[C@H]21 ?
LAP4 TOR yeast: 100; AHR activator: 1; MEP2-GFP yeast: 110; RPL19A TOR yeast: 104; procasp7 counter: -4; EBNA-1 inh: -8; procasp3 activ: 5; ZTA DNA inh: -17

Results for Cc1cccc(OCC(=O)Nc2nnc(S(=O)(=O)N3CCCCC3)s2)c1 ?
LAP4 TOR yeast: 103; AHR activator: 2; MEP2-GFP yeast: 100; RPL19A TOR yeast: 100; procasp7 counter: -2; EBNA-1 inh: 3; procasp3 activ: 0; ZTA DNA inh: 12

Results for COCCn1c(C)cc(C2=NNC(=Nc3ccccc3F)SC2)c1C ?
LAP4 TOR yeast: 99; AHR activator: -6; MEP2-GFP yeast: 95; RPL19A TOR yeast: 92; procasp7 counter: -12; EBNA-1 inh: 5; procasp3 activ: -4; ZTA DNA inh: 28

How did C=CCn1c(C)cc(C(=O)COC(=O)COc2ccccc2C#N)c1C do in these assays?
LAP4 TOR yeast: 99; AHR activator: 0; MEP2-GFP yeast: 101; RPL19A TOR yeast: 92; procasp7 counter: -4; EBNA-1 inh: 6; procasp3 activ: 3; ZTA DNA inh: 10

How did Brc1cccc(/C=N/Nc2nc(N3CCCCC3)nc(N3CCCCC3)n2)c1 do in these assays?
LAP4 TOR yeast: 95; AHR activator: 3; MEP2-GFP yeast: 107; RPL19A TOR yeast: 103; procasp7 counter: -1; EBNA-1 inh: 8; procasp3 activ: 1; ZTA DNA inh: 14

How did Nc1c(O)ccc2c1C(=O)c1ccccc1C2=O do in these assays?
LAP4 TOR yeast: 95; AHR activator: 9; MEP2-GFP yeast: 96; RPL19A TOR yeast: 98; procasp7 counter: -16; EBNA-1 inh: 9; procasp3 activ: -5; ZTA DNA inh: 40*

What do the screens show for `COc1cc2nc(SCc3c(C)noc3C)n(CCC3=CCCCC3)c(=O)c2cc1OC`?
LAP4 TOR yeast: 92; AHR activator: 28; MEP2-GFP yeast: 95; RPL19A TOR yeast: 95; procasp7 counter: 13; EBNA-1 inh: -15; procasp3 activ: 6; ZTA DNA inh: -5

Results for CCCCn1c(N)c(N(CC(C)C)C(=O)c2ccc(N3C(=O)CCC3=O)cc2)c(=O)[nH]c1=O ?
LAP4 TOR yeast: 112; AHR activator: 0; MEP2-GFP yeast: 107; RPL19A TOR yeast: 101; procasp7 counter: 4; EBNA-1 inh: 7; procasp3 activ: 5; ZTA DNA inh: 2

Results for CCOC(=O)C1=C(COC(=O)c2cccs2)NC(=O)NC1C (stereo unspecified) ?
LAP4 TOR yeast: 105; AHR activator: 0; MEP2-GFP yeast: 97; RPL19A TOR yeast: 103; procasp7 counter: 5; EBNA-1 inh: 6; procasp3 activ: 12; ZTA DNA inh: 0

Results for CCOC(=O)C(C)Oc1cccc2c(=O)n(CC(=O)NCc3ccc(F)cc3)ccc12 (stereo unspecified) ?
LAP4 TOR yeast: 95; AHR activator: 1; MEP2-GFP yeast: 90; RPL19A TOR yeast: 96; procasp7 counter: -1; EBNA-1 inh: 4; procasp3 activ: -3; ZTA DNA inh: -4

How did CCCN(CCC)S(=O)(=O)c1ccc(NC(=O)Cc2cccs2)cc1 do in these assays?
LAP4 TOR yeast: 99; AHR activator: 2; MEP2-GFP yeast: 98; RPL19A TOR yeast: 97; procasp7 counter: 3; EBNA-1 inh: -12; procasp3 activ: 3; ZTA DNA inh: 6

Results for Cc1[nH]c2ccccc2c1CCNS(=O)(=O)c1ccc(S(N)(=O)=O)cc1 ?
LAP4 TOR yeast: 89; AHR activator: 2; MEP2-GFP yeast: 99; RPL19A TOR yeast: 97; procasp7 counter: 4; EBNA-1 inh: 5; procasp3 activ: 8; ZTA DNA inh: 0

What do the screens show for `N#CC1=CN(Cc2ccccc2)C=C(/C=N/Nc2ccccc2)C1`?
LAP4 TOR yeast: 102; AHR activator: 9; MEP2-GFP yeast: 96; RPL19A TOR yeast: 99; procasp7 counter: -6; EBNA-1 inh: 10; procasp3 activ: 4; ZTA DNA inh: 13

What do the screens show for `O=C(COC(=O)c1cc([N+](=O)[O-])ccc1N1CCOCC1)c1ccc(OC(F)F)cc1OC(F)F`?
LAP4 TOR yeast: 106; AHR activator: 2; MEP2-GFP yeast: 104; RPL19A TOR yeast: 99; procasp7 counter: 1; EBNA-1 inh: -2; procasp3 activ: -1; ZTA DNA inh: 3

Results for O=C(N/N=C/c1ccc(Br)s1)c1cccs1 ?
LAP4 TOR yeast: 137; AHR activator: 16; MEP2-GFP yeast: 98; RPL19A TOR yeast: 88; procasp7 counter: 4; EBNA-1 inh: -2; procasp3 activ: 6; ZTA DNA inh: 15

How did CCOc1cc(/C=N\Nc2nc(-c3ccc(C)cc3)c(NC(C)=O)s2)ccc1O do in these assays?
LAP4 TOR yeast: 93; AHR activator: 8; MEP2-GFP yeast: 102; RPL19A TOR yeast: 99; procasp7 counter: -2; EBNA-1 inh: -12; procasp3 activ: 0; ZTA DNA inh: 0

What do the screens show for `COc1cc(NC(=O)c2ccccc2)c(OC)cc1NC(=O)Cc1cccs1`?
LAP4 TOR yeast: 101; AHR activator: 23; MEP2-GFP yeast: 98; RPL19A TOR yeast: 96; procasp7 counter: 12; EBNA-1 inh: -8; procasp3 activ: 5; ZTA DNA inh: -4

What do the screens show for `COC(=O)c1ccc(C2C(C(=O)c3ccco3)=C(O)C(=O)N2CC2CCCO2)cc1` (stereo unspecified)?
LAP4 TOR yeast: 106; AHR activator: 1; MEP2-GFP yeast: 105; RPL19A TOR yeast: 106; procasp7 counter: -11; EBNA-1 inh: -12; procasp3 activ: -2; ZTA DNA inh: -9

What do the screens show for `COc1ccc(SC[C@H](Cc2ccccc2)N2CC[C@@H](O)CCC2=O)cc1`?
LAP4 TOR yeast: 105; AHR activator: 0; MEP2-GFP yeast: 91; RPL19A TOR yeast: 98; procasp7 counter: -2; procasp3 activ: 3; ZTA DNA inh: -24

How did Cc1cccc2nc(CSc3nc4ccccc4[nH]3)cn12 do in these assays?
LAP4 TOR yeast: 92; AHR activator: 13; MEP2-GFP yeast: 93; RPL19A TOR yeast: 101; procasp7 counter: -9; EBNA-1 inh: -9; procasp3 activ: -9; ZTA DNA inh: -10

Among those listed so far, 5 have an aryl thioether with sulfur outside any ring:
Results for Cc1ccc2c(c1)-c1c(ssc1=S)C(C)(C)N2C(=O)CSc1nncn1C ?
LAP4 TOR yeast: 99; AHR activator: 1; MEP2-GFP yeast: 104; RPL19A TOR yeast: 100; procasp7 counter: -14; EBNA-1 inh: -2; procasp3 activ: -14; ZTA DNA inh: -9

How did Cn1cccc1Cc1nnc(SCC(=O)Nc2ccccc2F)n1-c1ccc(F)cc1 do in these assays?
LAP4 TOR yeast: 100; AHR activator: 0; MEP2-GFP yeast: 104; RPL19A TOR yeast: 99; procasp7 counter: -7; EBNA-1 inh: -8; procasp3 activ: 4; ZTA DNA inh: 0

What do the screens show for `COc1cc2nc(SCc3c(C)noc3C)n(CCC3=CCCCC3)c(=O)c2cc1OC`?
LAP4 TOR yeast: 92; AHR activator: 28; MEP2-GFP yeast: 95; RPL19A TOR yeast: 95; procasp7 counter: 13; EBNA-1 inh: -15; procasp3 activ: 6; ZTA DNA inh: -5

What do the screens show for `COc1ccc(SC[C@H](Cc2ccccc2)N2CC[C@@H](O)CCC2=O)cc1`?
LAP4 TOR yeast: 105; AHR activator: 0; MEP2-GFP yeast: 91; RPL19A TOR yeast: 98; procasp7 counter: -2; procasp3 activ: 3; ZTA DNA inh: -24

How did Cc1cccc2nc(CSc3nc4ccccc4[nH]3)cn12 do in these assays?
LAP4 TOR yeast: 92; AHR activator: 13; MEP2-GFP yeast: 93; RPL19A TOR yeast: 101; procasp7 counter: -9; EBNA-1 inh: -9; procasp3 activ: -9; ZTA DNA inh: -10
